High-throughput results as filed in PubChem BioAssay.
CatB inh – human cathepsin B inhibitors, primary screen, biochemical, fluorogenic substrate | P07858 | purified cathepsin B, fluorescence | inhibition, %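 (tested at 10 µM)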 | actives 0.1% (n = 63,000); in the data active means inhibition above about 21%;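 further: 0% = enzyme with no compound and 100% = no enzyme blank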
Cathepsin G inh – human cathepsin G inhibitors, primary screen, biochemical, pooled compound mixtures, AMC fluorescence; P08311; purified enzyme, AMC-tetrapeptide fluorescence; inhibition, % at 5 µM (by protocol); actives 0.2% (n = 62,000);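 active means inhibition above 20% in each of the two mixture wells holding the compound; inactive means inhibition of 20% or less in either well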;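 further: 0% = enzyme control without mixture and 100% = blank lacking enzyme; strong numbers were not always called active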
Target sequence (P08311 21-244 limits assumed): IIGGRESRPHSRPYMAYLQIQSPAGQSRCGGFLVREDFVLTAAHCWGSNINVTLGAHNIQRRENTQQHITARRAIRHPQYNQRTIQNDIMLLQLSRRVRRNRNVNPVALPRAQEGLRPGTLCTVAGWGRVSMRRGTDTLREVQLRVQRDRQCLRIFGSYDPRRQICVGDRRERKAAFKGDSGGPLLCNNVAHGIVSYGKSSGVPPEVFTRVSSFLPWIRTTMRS
CatL block – inhibitors of human cathepsin L, biochemical; actives 0.17% (n = 58,000); inhibition, %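 (tested at 10 µM)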; Procathepsin L (Homo sapiens), P07711; purified cathepsin L, fluorogenic substrate, fluorescence; AID 460, 2006; in the data active means inhibition above about 45%;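 further: 0% = enzyme with no compound and 100% = no enzyme blank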
Target sequence (P07711 114-288 limits assumed): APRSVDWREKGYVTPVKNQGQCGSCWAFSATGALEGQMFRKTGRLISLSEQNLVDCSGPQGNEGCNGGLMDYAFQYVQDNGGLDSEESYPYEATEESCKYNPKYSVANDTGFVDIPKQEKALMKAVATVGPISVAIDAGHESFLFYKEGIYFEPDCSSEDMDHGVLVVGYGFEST
Target sequence (P07711 292-333 limits assumed): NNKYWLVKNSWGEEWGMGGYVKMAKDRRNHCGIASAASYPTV
FXIa mix inh – FXIa protease inhibitors in compound pools, primary screen, biochemical, 10-compound mixtures. inhibition, % at 5 µM. AID 680, 2007. actives 0.19% (n = 62,000). purified FXIa, fluorogenic substrate, pooled mixtures. Coagulation factor XI (Homo sapiens), P03951; in the data active means inhibition above about 20%, passing the limit was not always enough;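 further: each value is inhibition by a whole ten-compound pool holding the compound; 0% = enzyme with no mixture and 100% = wells lacking enzyme; strong numbers were not always called active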
Target sequence (P03951 19-387 limits assumed): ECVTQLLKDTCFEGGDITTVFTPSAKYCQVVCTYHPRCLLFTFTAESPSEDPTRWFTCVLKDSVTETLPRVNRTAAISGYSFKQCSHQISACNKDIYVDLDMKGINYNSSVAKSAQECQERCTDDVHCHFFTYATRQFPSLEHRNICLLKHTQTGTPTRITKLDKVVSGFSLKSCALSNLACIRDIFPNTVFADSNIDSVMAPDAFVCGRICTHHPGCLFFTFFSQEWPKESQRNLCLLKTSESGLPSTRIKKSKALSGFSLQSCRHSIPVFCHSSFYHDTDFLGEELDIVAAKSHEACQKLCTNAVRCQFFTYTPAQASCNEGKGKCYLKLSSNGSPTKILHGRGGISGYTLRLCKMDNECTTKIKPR
Target sequence (P03951 388-625 limits assumed): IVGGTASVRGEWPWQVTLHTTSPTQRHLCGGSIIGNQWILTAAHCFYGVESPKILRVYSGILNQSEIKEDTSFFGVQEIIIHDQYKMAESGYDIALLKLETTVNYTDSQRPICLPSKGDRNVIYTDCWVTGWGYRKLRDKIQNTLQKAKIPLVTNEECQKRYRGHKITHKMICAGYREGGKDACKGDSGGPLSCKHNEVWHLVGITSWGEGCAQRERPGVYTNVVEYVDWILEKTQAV
CatB mix inh – cathepsin B inhibitors from pooled compounds, primary screen, biochemical, compound mixtures, AMC fluorescence; P07858; Purified cathepsin B, AMC dipeptide fluorescence; inhibition, %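 (ten-compound pools at 5 µM per compound and 50 µM total)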; actives 0.06% (n = 62,000); AID 488, 2006; in the data active means inhibition above about 22%, passing the limit was not always enough;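 further: 0% = enzyme without compound and 100% = no enzyme blank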
C1s block – complement C1s protease inhibitors, primary screen, biochemical, 10-compound mixtures | purified C1s, fluorogenic AMC substrate, pooled mixtures | mean inhibition % of two 10-compound mixtures (active compounds read high), % at 5 µM (by protocol) | actives 0.16% (n = 62,000) | AID 538, 2006;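 active means inhibition above 20% in each of the two 10-compound mixture wells holding the compound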;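 further: 0% = enzyme wells lacking compound mixture and 100% = no-enzyme blank wells; some compounds called inactive have numbers as strong as hits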
Ec RNAP inh – E. coli RNAP inhibitors, biochemical. DNA-directed RNA polymerase subunit beta (Escherichia coli (strain K12)), P0A8V2. E. coli RNA polymerase, fluorescence transcription assay. inhibition, %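 (tested at 10 µM)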. actives 0.2% (n = 62,000). AID 559, 2006; in the data active means inhibition above about 20%;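 further: 0% = enzyme without compound and 100% = no enzyme blank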
CatS inh – inhibitors of human cathepsin S, biochemical, compound mixtures; P25774; recombinant cathepsin S, AMC dipeptide fluorescence, pooled mixtures; inhibition, %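 (tested at 5 µM per compound within 10-compound mixtures)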; actives 0.06% (n = 62,000); AID 501, 2006; in the data active means inhibition above about 32%, passing the limit was not always enough;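 further: 0% = enzyme without compound and 100% = blank without enzyme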
AP ELISA ortho – alternative complement pathway inhibitors, primary screen, biochemical, ELISA, human serum, orthogonally pooled compounds; inhibition, % at 5 µM; LPS-coated ELISA, C3 deposition; tested in compound mixtures; actives 0.08% (n = 62,000);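 active means inhibition above 30% in each of the two pooled mixtures holding the compound, so the lower value exceeds 30%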;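 further: 0% = serum in Mg-EGTA without compound and 100% = EDTA serum blank; some compounds past the cut are filed as inactive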
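Assay system: Human serum alternative complement pathway, C3 deposition on LPS-coated wells | Incubation: 1 h serum-compound exposure at 37 °C | Doses: 5 µM per compound in ten-compound mixtures | Read-out: Percent inhibition | Technique: ELISA with HRP anti-human C3 antibody, TMB substrate, absorbance 450 nm | Replication: Two pool placements per compound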
Numbers without * were called inactive; nt = not tested or not shown.

SMILES	CatB inh	Cathepsin G inh	CatL block	FXIa mix inh	CatB mix inh	C1s block	Ec RNAP inh	CatS inh	AP ELISA ortho
COc1cccc(N2C(=O)Nc3ccccc3C2(O)C(=O)NCc2ccc3c(c2)OCO3)c1 (centres undefined)	-5	0	-10	5	5	-30	0	-6	10
O=C(CCN1CCN(c2ccccc2F)CC1)c1ccc(Br)cc1	-5	-1	4	7	10	2	-1	-1	18
CN(c1ccccc1C(=O)N1CCOCC1)S(C)(=O)=O	2	6	nt	1	1	-2	4	-12	0
O=C(CC(C(=O)N1CCc2ccccc21)n1ccnc1)N1CCc2ccccc2C1 (centres undefined)	4	7	1	5	1	7	4	-4	11
O=C(CSc1nnc(C2CCCCC2)n1Cc1ccccc1)NCc1ccco1	-3	-9	-12	-2	-1	-100	7	-3	8
CCCCNC(=O)Nc1ccon1	7	9	-4	10	5	14	11	10	-2
N#CCC(=O)Nc1sc2c(c1C(N)=O)CCCC2	-3	-4	7	5	1	-11	1	-11	19
COc1ccc(CN2C(=O)c3cccnc3C2Nc2ccc(OC)c(Cl)c2)cc1 (centres undefined)	-1	9	-7	5	25	4	5	-8	16
COc1cccc(N2CCN(Cc3nc(N)nc(N4CCCc5ccccc54)n3)CC2)c1	6	6	7	-3	1	-1	1	-4	3
COc1cccc(-c2cc(C(=O)Nc3cnn(Cc4ccccc4C)c3)no2)c1	-2	-12	-5	-10	-7	-85	0	-9	10
CC(C)CNC(=O)c1cc(-c2ccc(Cl)c(Cl)c2)on1	2	13	8	4	-5	11	4	6	-1
CC(C)NCC(O)Cn1c2c(c3ccccc31)CCc1c-2cnn1-c1ccccc1 (centres undefined)	5	-5	-8	5	4	-14	4	12	-8
Cc1cc(C)cc(OCC(=O)N(Cc2cccs2)C2CCS(=O)(=O)C2)c1 (centres undefined)	-1	9	nt	7	-5	-5	8	4	7
CCn1c(-c2ccc3[nH]c(C)c(C)c3c2)n[nH]c1=S	6	8	-2	5	3	6	3	3	0
Cc1nc(NCc2ccco2)c(C#N)c2c1COC(C)(C)C2	0	-2	-9	4	1	-14	0	3	13
O=C(Nc1nnc(SCc2ccccc2F)s1)c1ccco1	2	3	4	13	2	6	4	0	21
Cc1cc(C)n2ncc(C(=O)NCc3cccnc3)c2n1	-2	8	-32	-2	-4	-5	-2	-5	12
COc1ccc(CN2CC(C(=O)NCCN3CCOCC3)CC2=O)cc1 (centres undefined)	4	20	-3	7	1	6	-1	-8	13
Cc1ccccc1OCC(=O)N(Cc1nc(-c2ccccc2)no1)C(C)C	3	10	-6	5	6	14	1	-9	18
Cc1c(C(=O)Nc2ccc(C(=O)O)cc2)cnn1C	-7	-4	-5	12	3	-18	1	-8	14
CSc1ccc(C(C(C(=O)c2cccs2)N2CCOCC2)N2CCOCC2)cc1 (centres undefined)	5	7	4	8	1	11	3	-4	8
COc1ccc(C2(NC(C)=O)CCN(C(=O)c3ccco3)CC2)cc1	1	3	21	9	6	6	12	5	1
Cc1[nH]c2ccccc2c1C(O)CN1CCN(c2cccc(C(F)(F)F)c2)CC1 (centres undefined)	-6	1	-13	7	-6	-2	-4	4	11
O=c1[nH]n(CC2COC3(CCCCC3)O2)c(=O)c2ccccc12 (centres undefined)	1	-1	-4	4	5	-1	3	-2	14
COc1cc(C(=O)Nc2ccncc2)cc(OC)c1OC	1	1	-5	7	6	2	5	4	13
COc1ccccc1C1NC(=O)NC(C)=C1C(=O)Nc1cccc(C)c1C (centres undefined)	-1	8	-7	6	1	12	-1	-5	25
COc1ccccc1NC(=O)CN1CCN(CC(=O)Nc2ccc(Cl)c(C(F)(F)F)c2)CC1	0	3	19	-1	2	0	6	8	5
CCC(C)(C)NC(=O)CN(C(=O)CNS(=O)(=O)c1ccccc1)c1ccccc1	7	-2	14	1	3	-14	5	9	3
CCOC(=O)N1CCC(NC(=O)c2cc(C(=O)NC3CCCC3)ccc2CO)CC1	2	3	37	5	1	-6	14	1	11
O=c1c2ccccc2nnn1CSc1nnc(C2COc3ccccc3O2)n1-c1ccccc1 (centres undefined)	-1	-2	3	-3	-1	1	4	4	-12
COc1ccc(C(C)C)cc1S(=O)(=O)Nc1ccc(Cl)cn1	1	11	4	1	4	6	5	0	-7
O=C(NCc1ccccn1)C1CC(=O)N(C2CCCC2)C1 (centres undefined)	2	8	8	1	0	4	8	9	1
O=C1CSc2ccccc2N1Cc1ccc(F)cc1	4	10	25	10	4	17	8	6	2
CCn1cc(C(=O)Nn2cnnc2)c(=O)c2ccc(C)nc21	4	10	2	6	4	11	8	1	16
CCCC(=O)Nc1ccc(NC(=O)C2CC2)cn1	-2	2	4	2	-2	-4	-5	-13	12
CCOCCCNC(=O)c1cc2c(-c3ccc(Cl)cc3)nn(C)c2s1	1	0	-7	8	2	-1	-4	44	5
CCn1c(CC(=O)Nc2ccccc2)nnc1SCC(=O)Nc1ccccc1C(=O)OC	0	0	18	6	-2	-2	4	15	12
O=C1C2C(C(=O)N1Cc1ccco1)C1C=CC2C12CC2 (centres undefined)	6	11	15	8	3	12	5	15	5
CC1(C)CC2CC(C)(CN2C(=O)c2cccs2)C1 (centres undefined)	5	7	11	6	0	0	1	-3	9
C=CCC1c2cccc(C(=O)O)c2C(=O)N1c1cccc(C)c1 (centres undefined)	0	0	-2	9	6	-23	7	-1	6

Full records from above.
Profile of CCn1cc(C(=O)Nn2cnnc2)c(=O)c2ccc(C)nc21 → CatB inh: 4; Cathepsin G inh: 10; CatL block: 2; FXIa mix inh: 6; CatB mix inh: 4; C1s block: 11; Ec RNAP inh: 8; CatS inh: 1; AP ELISA ortho: 16
Profile of CCOCCCNC(=O)c1cc2c(-c3ccc(Cl)cc3)nn(C)c2s1 → CatB inh: 1; Cathepsin G inh: 0; CatL block: -7; FXIa mix inh: 8; CatB mix inh: 2; C1s block: -1; Ec RNAP inh: -4; CatS inh: 44; AP ELISA ortho: 5

Shown with the structure last: 2 of the compounds above
CatB inh	Cathepsin G inh	CatL block	FXIa mix inh	CatB mix inh	C1s block	Ec RNAP inh	CatS inh	AP ELISA ortho	molecule
1	0	-7	8	2	-1	-4	44	5	CCOCCCNC(=O)c1cc2c(-c3ccc(Cl)cc3)nn(C)c2s1
4	10	25	10	4	17	8	6	2	O=C1CSc2ccccc2N1Cc1ccc(F)cc1

The results go on:
SMILES	CatB inh	Cathepsin G inh	CatL block	FXIa mix inh	CatB mix inh	C1s block	Ec RNAP inh	CatS inh	AP ELISA ortho
Cc1c(C#N)c2ccccc2n1CC(=O)NCCc1c[nH]c2ccccc12	-1	2	13	2	4	-26	3	-7	9
COc1cccc(-c2nnn(CCC(=O)O)n2)c1	1	12	8	5	3	9	9	-6	7
O=C1CS/C(=N\c2ccccn2)N1C1CCCCC1	1	-11	8	4	1	-13	0	-1	-1
CC1(C)CC(=O)C2=C(C1)OC(N)=C(C#N)C2C1CC=CCC1 (centres undefined)	4	3	6	8	4	0	4	11	-4
CC(C)=CCSc1nnc(CCNC(=O)OC(C)(C)C)o1	0	1	-3	6	7	-5	5	-17	13
Nc1nonc1C(=O)OCC(=O)N1CCOCC1	31*	0	8	4	8	-4	5	0	14
CCOCCOC(=O)C1=C(C)N(C)C(=O)NC1c1ccccc1Cl (centres undefined)	-4	9	6	2	1	-2	8	-6	1
CCC(C)N(C(=O)Cn1nnc2ccccc21)C(C(=O)NCc1ccco1)c1cccc(OC)c1 (centres undefined)	7	7	23	6	3	8	6	12	3
CCCn1nnc(NC(=O)c2cc3ccccc3o2)n1	7	7	15	3	2	-10	6	11	0
CCC1CCCN1Cn1cnc2c([nH]c3ccc(OC)cc32)c1=O (centres undefined)	1	7	-33	5	8	-10	10	16	7
C=CCn1c(SCC#N)nc2c(c1=O)C(C)(C)Cc1ccccc1-2	-2	10	18	1	1	-31	8	38	-3
Cn1c(=O)c2c(nc(SCc3cc4c(cc3Cl)OCO4)n2C)n(C)c1=O	2	16	3	6	2	12	5	0	11
CCc1nnc(NC(=O)CCC(=O)N2CCN(C3CCCCC3)CC2)s1	4	3	7	2	-4	-37	nt	-8	6
CCOC(=O)N1CCN(C(=O)Cn2ncc3c2-c2ccccc2OC3)CC1	2	0	14	2	-2	-5	8	5	7
CC(C)P(=O)(Cc1cccc(C#N)c1)C(C)C	7	10	28	4	4	14	10	10	15
CC(C)CCNC(=O)C1CCN(c2nc3ccccc3o2)CC1	5	5	-5	9	2	6	3	-1	6
CC1CCN(C(=O)c2ccc(NC(=O)C3CCCO3)cc2)CC1 (centres undefined)	-6	4	6	3	-2	0	5	5	-11
CCOC(=O)c1sc2nc(CC(=O)OC)nc(N3CCN(c4ccccn4)CC3)c2c1C	1	-10	-3	-1	-2	-24	-6	-6	-2
CC(=O)Nc1cc(C(N)=O)c(Cl)cc1Cl	5	1	6	2	-2	-6	8	-3	12
COC(=O)C1C(=O)c2c([nH]c(C(=O)OC3CCCC3C)c2C)CC1C (centres undefined)	3	7	6	10	2	13	6	-6	15
c1ccc2nc3[nH]cnc3nc2c1	3	9	-9	5	4	10	-3	-5	19
CCCCC(=O)Nc1nn(C)c2nc3c(C)cccc3cc12	-3	9	-42	-6	3	-9	-2	0	27
C(=N\c1nccs1)/c1c[nH]c2ccccc12	nt	9	-4	0	2	-1	5	-1	18
CC(C)(C)c1[nH]nc2c1C(c1cccnc1)C(C#N)=C(N)O2 (centres undefined)	-7	-1	-10	10	4	5	4	-9	9
CC12CN3CC(C)(CN(C1)C3c1ccc(Cl)cc1Cl)C2=O (centres undefined)	1	-6	2	2	3	-1	2	-4	3
N#CCCCSc1nnnn1-c1cccc(Cl)c1	-1	5	31	-9	-4	-42	3	0	-1
Cc1cn2c(-c3ccc(Cl)cc3)nnc2s1	0	0	2	1	0	-26	5	-12	5
Cc1cc(C)nc(NC2=NCCN2C(=O)Nc2ccc(Cl)c(Cl)c2)n1	-3	-12	nt	-6	-4	-88	0	-3	11
CC1(C)CC(=O)c2sc(NC(=O)C3CC3)nc2C1	3	8	12	1	3	12	6	9	12
Cc1ccc2nc(NC(=O)C3CCN(S(=O)(=O)c4cccc5nsnc45)CC3)sc2c1	3	9	6	-4	0	-33	9	17	-9
Cc1nc2cc3nc(C)sc3cc2s1	-1	9	12	8	1	12	7	-17	7
CCC(c1nnnn1Cc1ccc2c(c1)OCO2)N1CCN(c2ccccc2)CC1 (centres undefined)	2	12	-2	9	4	19	nt	8	10
CN(C(=O)CSc1nc2c(c(=O)[nH]1)CCCC2)C1CCCCC1	5	1	3	7	6	1	0	10	5
C=CCOC(=O)C1=C(C)OC(N)=C(C#N)C1c1ccoc1 (centres undefined)	-5	0	-4	5	3	-23	0	-3	22
NC(=O)C1CCN(C(=O)CSc2ccccn2)CC1	-2	1	10	-2	-3	4	7	8	-7
CCCCOC(=O)Nc1ccc(C(=O)OCCC)cc1	2	5	15	-9	0	-31	10	2	13
O=C(COc1ncnc2ccccc12)N1CCN(C(=O)c2ccco2)CC1	3	11	5	2	6	16	8	-3	6
CCN1CCCC1CN=Cc1c(O)n(-c2ccccc2)c(=O)c2ccccc12 (centres undefined)	7	0	4	-5	3	1	9	8	-10
O=C(Nc1ccccc1C(=O)OCC(=O)N1CCc2ccccc2C1)c1ccco1	6	-8	3	5	4	-9	7	8	-4
CCC(=O)Nc1ccc(-c2nn3c(C)nnc3s2)cc1C	6	-8	30	5	3	-2	6	16	-30

These rows are one share of the data; count on the stated rates, not on these rows.
